Rtt109 Vps75 = inhibitors of Candida albicans Rtt109/Vps75 histone acetyltransferase | Q5AAJ8 | purified Rtt109/Vps75, ThioGlo CoA-SH fluorescence, 4 h | inhibition, % at 34.9 µM | 330,000 tested, 0.16% active | AID 540336;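 active = inhibition of at least 50% in every replicate; inconclusive = best replicate reaches 50% inhibition but some replicates fall short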
RTF Ca sens act = increases calcium sensitivity of human cardiac regulated thin filaments; P19429+P45379; IANBD-labeled TnC RTF fluorescence at EC20 calcium; 0% EC20 calcium, 100% full calcium; activation, % at 7.2 µM; 340,000 tested, 0.24% active; AID 493008;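 active = activation above the mean over all tested compounds plus 3 SD, cut at about 30% in these data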;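 also: rise in fluorescence read as greater calcium sensitivity of cardiac thin filaments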
PvdQ acylase = P. aeruginosa PvdQ acylase inhibition | purified PvdQ acylase, fluorescence plate reader | inhibition, % at 10 µM | 340,000 tested, 0.063% active | AID 488965; in the data active = inhibition above about 30%, passing the limit was not always enough; inconclusive = no clear call, values can overlap the other calls;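 also: 0% = vehicle neutral wells and 100% = reference inhibitor wells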
SR-BI HDL uptake = blocks mouse SR-BI lipid uptake from DiI-HDL; Q61009; ldlA[mSR-BI] CHO cells, DiI-HDL uptake fluorescence, 3 h; inhibition, % at 12.5 µM; 320,000 tested, 0.96% active;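 active = mean replicate inhibition of at least 70% and a set share of replicates each scoring 70 or more; inconclusive = meets just one of the two criteria; inactive = fails both criteria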;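 also: 0% = median of neutral control wells and 100% = median of positive control wells; values of inactives mirror those of a sister screen read the other way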
Wnt act = activators of Wnt/beta-catenin signaling | AID 743398 | Wnt/beta-catenin reporter cell assay, activator, plate reader | 300,000 tested, 1.2% active | activation, % at 9.35 µM; in the data active = activation above about 30%, passing the limit was not always enough; inconclusive = no clear call, values can overlap the other calls;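 also: 0% = neutral control wells and 100% = positive control wells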
HTR5A ag ctr = counter-screen for OPRM1-OPRD1 agonists: human HTR5A agonism. HTR5A agonist assay, luminescence, cell-based. 340,000 tested, 0.61% active. activation, % at 9.3 µM. AID 504692; in the data active = activation mostly above about 9.5%, no sharp cut-off; inactive = mostly below about 7.6%;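 also: 0% = cells with vehicle only and 100% = reference agonist; strong numbers were not always called active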
Target sequence (P47898 whole entry, looked up): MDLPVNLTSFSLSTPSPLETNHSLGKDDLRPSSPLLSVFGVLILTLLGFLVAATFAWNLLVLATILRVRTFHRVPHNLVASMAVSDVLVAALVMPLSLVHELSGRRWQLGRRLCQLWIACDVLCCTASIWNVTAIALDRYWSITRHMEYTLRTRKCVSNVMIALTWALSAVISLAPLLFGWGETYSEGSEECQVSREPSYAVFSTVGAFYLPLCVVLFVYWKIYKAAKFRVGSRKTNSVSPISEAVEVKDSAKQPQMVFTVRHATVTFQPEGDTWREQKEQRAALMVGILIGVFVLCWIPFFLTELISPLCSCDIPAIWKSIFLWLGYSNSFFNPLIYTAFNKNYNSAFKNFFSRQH
dFosB act = enhances mouse delta FosB homodimer DNA binding | 340,000 tested, 0.99% active | activation, % at 25 µM | AID 493131 | P13346 | purified delta FosB, TAMRA-CDK5 oligo fluorescence polarization; percent of positive-control signal above neutral wells;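 active = mean activation above about 17%, with every replicate also reaching it, limit read from the data, passing the limit was not always enough; inconclusive = only one of the two conditions met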;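 also: fluorescence polarization rise as delta FosB binds a TAMRA Cdk5 AP-1 oligo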
SR-BI uptake up = activators of SR-BI mediated HDL lipid uptake; CHO ldlA[mSR-BI] cells, DiI-HDL uptake fluorescence, 3 h; 100 = double the neutral-control signal; activation, % at 12.5 µM; 320,000 tested, 0.096% active;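 active = mean replicate activation of at least 60% and every replicate at or above 60%; inconclusive = mean or all-replicate condition met, but not both; inactive = mean below 60% and not all replicates reaching 60%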;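 also: 0% = median plate neutral-control signal and 100% = twice that signal; values of inactives mirror those of a sister screen read the other way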
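Test system: SR-BI-overexpressing, LDLR-lacking CHO cells; Also added: labelled HDL, 10 µg/mL; Measured by: bottom-read cell fluorescence after medium removal, ex 550/em 595 nm; Timing: 3 h uptake period with compound, 37 °C; Buffer or medium: F12, 0.5% BSA, 25 mM HEPES; Doses: single compound concentration, delivered by pin transfer.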
MITF act = MITF TRPM1 promoter activation in melanoma cells. SK-MEL-5 TRPM1-promoter luciferase, 24 h; % of positive control, neutral wells = 0. 300,000 tested, 0.75% active. AID 588334. activation, % at 12.5 µM;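 active = mean activation of at least 80% with every replicate also reaching 80%; inconclusive = mean reaches 80% but some replicate falls short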;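 also: 0% = neutral control wells and 100% = parthenolide positive control wells; values of inactives mirror those of a sister screen read the other way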
CDK5 p35 inh = CDK5/p35 (human) kinase inhibition | Q00535+Q15078 | Recombinant CDK5/p35, ADP-Glo luminescence, 60 min | inhibition, % at 10 µM | 330,000 tested, 0.01% active;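 active = highest replicate inhibition of at least 50% and at least 75% of replicates reaching 50%; inconclusive = only one of the two criteria met; inactive = both criteria failed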;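 also: plate controls were DMSO neutral control for no effect and GW8510 at 10 µM for full effect; many of its hits are not listed in these tables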
Target sequence (Q00535 whole entry, looked up): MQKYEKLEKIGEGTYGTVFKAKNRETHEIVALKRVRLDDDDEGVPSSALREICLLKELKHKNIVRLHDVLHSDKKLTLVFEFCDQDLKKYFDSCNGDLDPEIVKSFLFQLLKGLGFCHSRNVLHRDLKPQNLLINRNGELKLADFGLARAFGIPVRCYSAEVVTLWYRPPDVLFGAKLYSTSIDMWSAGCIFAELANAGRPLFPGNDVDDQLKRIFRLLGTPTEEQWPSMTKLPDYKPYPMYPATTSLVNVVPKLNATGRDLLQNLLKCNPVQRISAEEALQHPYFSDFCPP
Target sequence (Q15078 whole entry, looked up): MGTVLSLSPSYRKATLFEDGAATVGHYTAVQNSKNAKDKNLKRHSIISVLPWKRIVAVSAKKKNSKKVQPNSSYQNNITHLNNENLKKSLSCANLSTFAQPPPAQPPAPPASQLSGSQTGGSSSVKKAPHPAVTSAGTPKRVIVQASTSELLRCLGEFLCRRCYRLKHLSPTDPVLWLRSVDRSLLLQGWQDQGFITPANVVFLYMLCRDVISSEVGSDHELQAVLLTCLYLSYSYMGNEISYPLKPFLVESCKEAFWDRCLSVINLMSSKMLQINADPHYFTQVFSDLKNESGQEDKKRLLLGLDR
* hit, by the source's call; ? = inconclusive; nt = not tested or not shown.

Structure | Rtt109 Vps75 | RTF Ca sens act | PvdQ acylase | SR-BI HDL uptake | Wnt act | HTR5A ag ctr | dFosB act | SR-BI uptake up | MITF act | CDK5 p35 inh
Cc1c(C(=O)Nc2nonc2-c2ccc(F)cc2)oc2ccc(F)cc12 | 14.9 | -7.0 | 7.3 | 11.3 | -2.0 | 1.9 | -6.1 | -11.3 | -9.8 | nt
N#C/C(=C\c1ccc([N+](=O)[O-])cc1)c1nc(C2CC2)cs1 | -5.4 | 5.4 | -8.2 | 21.3 | nt | 0.0 | -0.7 | -21.3 | 41.0 | -0.1
Cc1ccn2c(=O)nc(SCC(=O)NC3CCCCC3)nc2c1 | 0.3 | 2.4 | -12.8 | -20.3 | -0.1 | 0.4 | -0.6 | 20.3 | -4.0 | 0.5
Cc1ccc2c(c1)NC(=O)CC(c1ccccc1)=N2 | -13.5 | -1.0 | -7.3 | -1.5 | nt | -2.2 | -2.2 | 1.5 | 48.8 | 0.4
CC1(C)Cc2ccccc2C(=NCCCC(=O)O)N1 | -1.0 | -2.7 | -5.6 | -3.3 | 0.6 | -3.8 | 3.0 | 3.3 | -2.9 | 0.3
CN(CC(=O)Nc1ccccc1Cl)C(=O)COC(=O)c1ccc(Cl)cc1[N+](=O)[O-] | 5.9 | -7.0 | -14.9 | 54.0 | -0.9 | 1.9 | 1.3 | -54.0 | -3.5 | 0.7
Cc1ccc(-c2ccc(SCC(=O)Nc3nonc3C)nn2)cc1 | 8.3 | -1.9 | -0.7 | -6.8 | nt | 5.9 | -12.2 | 6.8 | 23.6 | 0.6
CCOc1ccc(C(=O)NCC(=O)NCC(c2ccco2)N2CCCCC2)cc1OCC (stereo not given) | -8.4 | -0.7 | -11.8 | -9.9 | 0.2 | 6.2 | -4.1 | 9.9 | -10.5 | 0.4
CCN(CC)S(=O)(=O)c1ccc(N2CCCC2)c(NC(=O)c2nn(C)c(=O)c3ccccc23)c1 | 7.6 | -2.3 | -5.9 | -7.9 | -1.6 | 0.6 | -22.7 | 7.9 | -6.5 | -4.2
COC(=O)CC(NC(=O)c1ccc(C)cc1)c1ccc2c(c1)OCO2 (stereo not given) | 6.8 | -2.1 | 2.6 | 10.1 | 2.2 | 0.1 | -0.9 | -10.1 | 6.9 | 0.3
O=C(NC1CCCCC1)c1ccc(CN2CCOCC2)cc1 | -4.3 | 5.7 | -10.6 | -9.2 | -0.3 | 12.7 | 7.8 | 9.2 | 13.6 | 1.9
CCSc1nc(C(F)(F)F)cc(=O)n1-c1ccccc1 | -13.6 | 2.0 | -18.0 | 17.8 | nt | -1.1 | -2.9 | -17.8 | -3.1 | 2.6
Cc1n[nH]c(C)c1S(=O)(=O)N1CCCC(C(=O)NC2CCCc3ccccc32)C1 (stereo not given) | 3.6 | 7.4 | -9.8 | nt | 2.6 | -3.0 | -12.3 | nt | -32.0 | 1.2
CC(C)CCN(C(=O)C1CSC2(C)CCC(=O)N12)c1c(N)n(Cc2ccccc2)c(=O)[nH]c1=O (stereo not given) | 13.6 | 10.7 | -11.0 | -27.3 | -2.8 | 1.4 | -6.6 | 27.3 | -6.3 | -0.2
O=C(C1CC1)N1CCc2cc(S(=O)(=O)NCC3COc4ccccc4O3)ccc21 (stereo not given) | 4.5 | -4.6 | -11.9 | 8.3 | nt | 4.5 | -11.0 | -8.3 | nt | -0.3
O=C(O)COc1ccccc1/C=N/NC(=O)CSc1nc2ccccc2n1Cc1ccccc1 | 7.8 | -2.2 | -9.2 | -12.6 | 0.4 | 8.0 | -8.8 | 12.6 | -7.0 | -1.5
CC(NC(=O)Cn1c(=O)[nH]c2ccsc2c1=O)C12CC3CC(CC(C3)C1)C2 (stereo not given) | -2.1 | 7.5 | -4.7 | -10.2 | -5.7 | -1.3 | -2.5 | 10.2 | -3.0 | 0.2
Cc1cccc(NC(=O)NC2CCCCCCC2)c1 | 9.1 | 3.8 | -9.5 | -3.1 | 20.5 | 0.2 | -1.4 | 3.1 | 36.3 | 0.8
Cc1c(Nc2ccc3nonc3c2[N+](=O)[O-])c(=O)n(-c2ccccc2)n1C | 1.5 | -4.6 | 5.2 | -4.9 | 0.4 | 1.2 | -0.5 | 4.9 | -3.2 | -8.8
Cc1c(NC(=O)c2ccccc2NC(=O)COc2ccccc2)cccc1C(=O)O | -2.1 | -2.7 | -1.5 | -18.1 | -1.1 | -2.3 | 0.3 | nt | 1.9 | 1.0
Cc1ccc(-c2noc(CCC(=O)Nc3ccc(C)cn3)n2)cc1 | 5.5 | 3.3 | 0.8 | -9.0 | nt | 7.1 | 0.0 | 9.0 | -0.5 | 0.6
CCN(C[C@H]1N[C@@](C)(C(=O)OC)[C@H]2C(=O)N(Cc3ccccc3)C(=O)[C@@H]12)C(=O)c1ccc(F)cc1 | -16.2 | 6.6 | -6.1 | -16.5 | -2.2 | 0.6 | 2.3 | 16.5 | -1.5 | -0.6
CCC(C)(C)n1nnnc1C(C(C)C)N1CCN(C(=O)c2ccco2)CC1 (stereo not given) | -7.6 | -5.2 | -17.1 | -2.6 | -2.1 | -0.5 | -6.3 | 2.6 | 6.2 | -1.0
Cc1ccc(/C=C2\SC(=S)N(CCC(=O)NNS(=O)(=O)c3ccc(C)cc3)C2=O)cc1 | -13.8 | 3.4 | -1.5 | 6.5 | 4.5 | -2.3 | 8.7 | -6.5 | -4.3 | -0.3
CC(=O)Oc1ccccc1/C=C/c1ccc2ccccc2[n+]1C | -1.5 | -0.6 | 3.2 | 34.0 | 3.6 | -0.1 | -0.6 | -34.0 | 75.2 | 2.0
CCOc1ccc(NC(=O)COc2ccc(C(=O)NCc3cccnc3)cc2OC)cc1 | 4.9 | -0.8 | -3.6 | 22.4 | -2.4 | 0.7 | -6.3 | -22.4 | -1.7 | -0.8
COC(=O)c1ccccc1NC(=O)C1CCN(S(=O)(=O)c2cc(C)ccc2OC)CC1 | 13.7 | -3.2 | 12.9 | 50.6 | nt | 0.9 | -1.1 | -50.6 | 8.7 | 0.4
COc1ccc(-n2cc(-c3ccc(OC)c(OC)c3)[nH]c2=S)cc1 | 4.5 | -0.1 | -0.8 | nt | 7.8 | 7.0 | -11.5 | nt | 10.9 | 0.5
COc1cccc(CNC(=O)C2CCCN(S(C)(=O)=O)C2)c1 (stereo not given) | -4.6 | 8.6 | 4.4 | -5.7 | -6.0 | 3.0 | 0.2 | 5.7 | 1.4 | 12.6
COC(=O)c1cccc(NC(=O)c2ccc(OC)c(Cl)c2)c1 | -2.9 | 3.3 | -7.3 | nt | 11.2 | -2.6 | -21.7 | nt | 52.9 | -0.5
CCCCNC(C(=O)Nc1ccc(Cl)c([N+](=O)[O-])c1)c1ccccc1 (stereo not given) | -5.6 | -1.5 | 10.0 | -10.9 | nt | 5.0 | 2.4 | 10.9 | 6.2 | -0.8
CCN(CC(=O)Nc1ccc2c(c1)OCO2)CC(=O)Nc1ccccc1C(F)(F)F | -3.2 | 1.4 | -6.4 | -7.4 | -0.3 | -3.1 | -7.3 | 7.4 | nt | 0.4
COc1ccc(Br)cc1/C=N/NC(=O)c1cc(OC)c(OC)c(OC)c1 | 9.9 | 6.4 | -11.1 | 74.9* | -4.7 | 1.4 | -24.9 | -74.9 | -6.6 | -1.2
CC(C)Cc1nnc(NC(=O)c2cccc(S(=O)(=O)N3CCN(C)CC3)c2)s1 | 3.2 | 6.1 | -14.8 | 22.9 | -7.0 | 3.8 | -0.4 | -22.9 | -0.4 | -6.9
CC1(C)Cc2c(sc3c2c(=N)n(Cc2ccco2)c(=O)n3Cc2ccc(Cl)cc2)CO1 | -2.2 | 3.9 | -16.9 | 16.5 | 0.0 | 4.6 | -6.4 | -16.5 | -1.1 | 0.4
FC(F)(F)c1nnc2n1N=C(c1ccccc1)CS2 | -1.5 | 0.4 | -17.9 | -15.9 | -1.1 | 1.1 | -7.4 | 15.9 | -0.5 | -2.1
O=C(Nc1ccc2c(c1)OCO2)C1CC(=O)N(CCc2ccccc2)C1 (stereo not given) | 2.7 | 0.7 | -6.4 | 1.5 | 1.0 | 7.0 | -6.2 | -1.5 | 9.5 | -0.6
COc1ccc(NC(=O)c2ccco2)cc1NC(=O)c1cc2ccccc2o1 | 2.6 | 5.8 | -2.7 | -4.7 | nt | 5.2 | 8.7 | 4.7 | nt | -0.3
OCC(CO)(CO)n1cnnn1 | -0.1 | -3.7 | -10.0 | -14.3 | -0.2 | 0.7 | -0.3 | 14.3 | 7.6 | -0.3
COc1ccc(S(=O)(=O)NCc2cccs2)cc1 | 3.1 | 2.2 | -10.9 | 5.4 | -0.5 | -0.1 | -6.9 | -5.4 | -6.6 | 0.1
CC(C)(C)c1csc(CS(=O)(=O)c2ccccn2)n1 | -3.9 | 1.1 | 11.9 | -6.2 | 4.1 | -4.6 | -1.3 | 6.2 | 16.3 | 3.5
Oc1cccc(C(=S)N2CCCCC2)c1 | 8.2 | -0.8 | 2.2 | -4.3 | 2.6 | -0.7 | -3.2 | 4.3 | -10.0 | -0.5
Cc1noc(C)c1COc1ccccc1C(=O)N(C)CC(=O)Nc1ccc(F)cc1 | -4.6 | -4.5 | -1.0 | 0.9 | -1.3 | 6.7 | -1.7 | -0.9 | 13.6 | 1.0
CCOc1ccccc1NC(=O)C1CCCCN1S(=O)(=O)c1ccc(F)cc1 (stereo not given) | 1.8 | -6.1 | -3.2 | -2.8 | -2.8 | -1.1 | -13.0 | 2.8 | -5.3 | 0.7
COc1ccccc1-c1nc2cc3ccccc3cc2nc1-c1ccccc1OC | -3.4 | -6.2 | -3.4 | -12.1 | -3.7 | -5.4 | -11.6 | 12.1 | -4.9 | 0.9
O=C(NCCCNc1ccnc2cc(Cl)ccc12)c1ccccc1F | -9.5 | -1.5 | -5.6 | 1.2 | -0.7 | 6.8 | 1.1 | -1.2 | 12.0 | 1.5
Cc1ccc(N(C(=O)c2cc3ccccc3oc2=O)C2C=CS(=O)(=O)C2)cc1 (stereo not given) | 6.4 | -3.6 | 2.1 | 4.0 | 3.9 | 2.3 | -4.6 | -4.0 | 13.2 | 0.2
CC(=O)Oc1ccc(C(=O)Nc2nnc(C)s2)cc1 | 1.1 | 5.2 | -10.7 | 11.2 | ? | 1.0 | 0.7 | -11.2 | 21.2 | -1.7
CC(=O)N1CCC2(CC1)CC(=O)c1cc(OCC(=O)N3CCOCC3)ccc1O2 | -61.6 | -3.0 | -9.0 | nt | -4.8 | 0.8 | -2.4 | nt | -1.5 | 1.7

Screening data from PubChem.
